# IL-1B inflam inh: qHTS for Inhibitors of Inflammasome Signaling: IL-1-beta AlphaLISA Primary Screen. THP-1 LPS/ATP IL-1B secretion, AlphaLISA, 16 h; active compounds read low. activity change, % at 57.5 µM. 360,000 tested, 4.7% active; in the data active = activity change below about -50%; inconclusive = mostly about -30% to -49%; note: % is set by controls: 0 for no effect and ±100 for the full control effect
#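 THP-1 cells pretreated 1 hr with compounds (up to 57.5 uM final), then stimulated with LPS (250 ng/mL final) plus ATP (1.25 mM final); secreted IL-1B measured by AlphaLISA after 16 hr, decreased signal indicating inhibition.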
# HT1080 IDH1KD tx: qHTS for induction of synthetic lethality in tumor cells producing 2HG: qHTS for the HT-1080-IDH1KD cell line. HT-1080 IDH1 knockdown viability, ATP luminescence, 48 h. Potency, µM (highest dose often 46.1 µM), without a hit: at the top dose activity, negative = toxicity, usual class: cytotoxic. 360,000 tested, 2% active. AID 686971, 2013;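 note: potency is the fitted concentration of half-maximal effect; 0% = DMSO wells and -100% = cell-free medium wells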
#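 % activity derives from luminescence (CellTiter-Glo), normalised to DMSO and no-cell wells. HT-1080-IDH1KD cells, 750/well, had 48 h compound exposure at 37 °C.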
# WRN helicase inh: qHTS for Inhibitors of WRN Helicase | Bifunctional 3'-5' exonuclease/ATP-dependent helicase WRN (Homo sapiens), Q14191 | WRN helicase unwinding, fluorescent forked duplex, kinetic | Potency, µM (top dose mostly 114 µM), for the others: at the top dose activity change, negative = inhibition, hits mostly inhibitors | 360,000 tested, 0.46% active; note: potency is the fitted concentration of half-maximal effect; % is set by controls: 0 for no effect and ±100 for the full control effect; nearly all actives have a fitted effect of over 55% in size
#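 Primary qHTS, 1536-well format. 20 nM WRN + compound, 15 min RT; start with 100 nM forked fluorophore/quencher duplex, 2 mM ATP (final); kinetic read ex 525/em 598 nm.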
# KB-3-1 tox: qHTS assay for MDR1-selective chemotherapeutics: Primary screen using the parental adenocarcinoma cell KB-3-1 | AID 1347075, 2019 | KB-3-1 viability, CellTiter-Glo ATP luminescence, 72 h | Potency, µM (series often up to 46.1 µM), for inactives: at the highest dose activity change, negative = cytotoxic, most hits filed as cytotoxic | 400,000 tested, 1.4% active; note: potency is the fitted concentration of half-maximal effect; % is set by controls: 0 for no effect and ±100 for the full control effect; nearly all actives have a fitted effect of over 60% in size
#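 Here the drug-naive KB-3-1 line serves as comparator for MDR sub-line selectivity; cells received compound titrations, 72 h at 37 °C, then CellTiter-Glo readout.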
# KB-V1 cytotox: qHTS assay for MDR1-selective chemotherapeutics: Primary screen using the drug-selected MDR subline cells KB-V1; KB-V1 MDR cells viability, CellTiter-Glo, 72 h; Potency, µM (doses to about 46.1 µM), for the others: at the highest dose activity change, negative = cytotoxicity, actives largely listed as cytotoxic; 400,000 tested, 3.4% active; AID 1347076, 2019; note: potency is the fitted concentration of half-maximal effect; % is set by controls: 0 for no effect and ±100 for the full control effect; nearly all actives have a fitted effect of over 60% in size
#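 Luminescent ATP read-out (CellTiter-Glo, 10 min) measures survival of drug-selected KB-V1 MDR cells after 72 h, 37 degrees C compound exposure. Medium: phenol-red-free DMEM, 10% FBS. Values from fitted concentration-response curves.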
# ATXN2 expr inh: Primary qHTS for Inhibitors of ATXN expression | HEK-293 ATXN2-luciferase reporter, luminescence, 24 h | Potency, µM (doses to about 57 µM), without a hit: top-dose activity change, negative = inhibition, actives largely listed as inhibitors | 360,000 tested, 0.72% active | AID 1745845, 2022; note: potency is the fitted concentration of half-maximal effect; % is set by controls: 0 for no effect and ±100 for the full control effect; nearly all actives have a fitted effect of over 55% in size
#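 qHTS (up to 57 uM final) was run with 24 h compound exposure of reporter cells at 37 °C. Each well was multiplexed: SteadyGlo luminescence measured ATXN2-luciferase expression after a fluorogenic Gly-Phe-AFC viability readout (25 uM final).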
# MCF10A rerep: A quantitative high throughput screen for small molecules that induce DNA re-replication in MCF 10a normal breast cells | MCF 10A DNA re-replication, Hoechst nuclear intensity, 48 h | Potency, µM (series often up to 46.1 µM), without a hit: top-dose activity, positive = re-replication, most hits filed as activators | 350,000 tested, 2.9% active; note: potency is the fitted concentration of half-maximal effect; % of control where 0% means no effect; nearly all actives have a fitted effect of over 50% in size
# SW480 rerep: A quantitative high throughput screen for small molecules that induce DNA re-replication in SW480 colon adenocarcinoma cells; AID 624297, 2012; 340,000 tested, 1.8% active; Potency, µM (series often up to 46.1 µM), for inactives: at the highest dose re-replication activation, hits mostly activators; SW480 DNA re-replication, Hoechst DNA content imaging, 48 h; note: potency is the fitted concentration of half-maximal effect; % of control where 0% means no effect; nearly all actives have a fitted effect of over 55% in size
#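 Quantitative HTS format with DMSO vehicle controls; 48 hr drug incubation at 37 C, then 40 min Hoechst staining and scanning imager measurement at 405 nm excitation.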
# HT1080-NT tox: qHTS for induction of synthetic lethality in tumor cells producing 2HG: qHTS for the HT-1080-NT fibrosarcoma cell line. 360,000 tested, 1.6% active. HT-1080-NT fibrosarcoma viability, CellTiter-Glo ATP luminescence, 48 h. Potency, µM (highest dose often 46.1 µM), for inactives: at the top dose activity, negative = less viability, actives largely listed as cytotoxic;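 note: NT is the 2HG producing partner of a matched IDH1 knockdown line; potency is the fitted concentration of half-maximal effect; 0% = DMSO-treated cells and -100% = media-only wells without cells; nearly all actives have a fitted effect of over 55% in size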
#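 Luminescent CellTiter-Glo readout after 48 hours of compound exposure at 37 degrees C defined viability of HT-1080-NT cells. Activity was normalized to DMSO wells and cell-free media wells; concentration-response curves were fitted and assigned curve classes.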
# The depositor's hits bear a star; i = inactive; ? = inconclusive; . = not tested or not shown; [ ] = another dose, or the depositor's remark. Unless noted, calls come from the whole dose curve; as a rule, active = well fitted curve in the direction sought with a large enough effect; inconclusive = small, poorly fitted or top-dose-only effect, or another doubt; inactive = no such curve, though single readings can be large; an effect the other way counts as inactive or inconclusive.
no.	mol	IL-1B inflam inh	HT1080 IDH1KD tx	WRN helicase inh	KB-3-1 tox	KB-V1 cytotox	ATXN2 expr inh	MCF10A rerep	SW480 rerep	HT1080-NT tox
1	CCc1ccc(NC(=O)C(C)Oc2nnc(-c3cccs3)c(-c3cccs3)n2)cc1 (stereo not drawn)	-12	-7%	-14%	-13%	?	11%	-2%	0%	0%
2	COc1ccc(C2c3c(oc4ccccc4c3=O)C(=O)N2c2ccc(C)cn2)cc1OC (stereo not drawn)	0	3%	2%	-5%	-15%	2%	-9%	-2%	8%
3	COc1ccc(S(=O)(=O)N2CCN(C(=O)N3CCOCC3)C2C)cc1 (stereo not drawn)	-16	11%	3%	0%	-18%	-29%	-7%	-10%	14%
4	COC(=O)C[C@H]1CC[C@@H](NC(=O)C2CC2)[C@@H](CO)O1	52	15%	-4%	4%	2%	.	.	.	17%
5	CCc1nc2ccccc2n1CC(O)COCC1CC=CCC1 (stereo not drawn)	0	6%	6%	1%	-11%	.	-1%	-6%	5%
6	O=C1CN(C(=O)COC(=O)/C=C/c2ccco2)c2ccccc2N1	1	3%	-3%	-3%	4%	-16%	2%	-7%	0%
7	C=CCn1c(COc2ccc(CC)cc2)nnc1SCC(=O)N(C)C1CCS(=O)(=O)C1 (stereo not drawn)	9	9%	2%	-1%	7%	1%	-5%	-6%	5%
8	COc1ccc(OC)c(NC(=O)C2CCN(c3nc(C)cc(C)n3)CC2)c1	0	-1%	5%	2%	1%	8%	-4%	1%	-1%
9	N#Cc1c2n(c3c(=O)n(Cc4ccc(Cl)cc4)cnc13)CCCC2	-17	-3%[9.24 µM]	-2%	25%	?	9%	10%	-7%	-20%
10	COc1cccc(NC(=O)Nc2nc(SC(C)(C)C)ns2)c1	-73*	?	-5%	?	?	?	?	-11%	?
11	Cc1cc(NC(=O)c2ccccc2)no1	-23	6%	-10%	-3%	17%	15%	-12%	-1%	5%
12	C[C@@H]1CN([C@H](C)CO)C(=O)c2c(c3ccccc3n2C)-c2ccccc2CO[C@@H]1CN(C)S(=O)(=O)c1cccs1	12	?	-5%	?	-1%	-7%	.	.	-18%
13	COc1ccc2c(c1OC)C(=O)NC(C)=C(C(=O)OC(C)(C)C)C2O (stereo not drawn)	-63*	-2%	-12%	22%	2%	-15%	-11%	-1%	10%
14	O=C(CSc1n[nH]c(=O)n1-c1cccnc1)N1CCOCC1	24	11%	8%	-2%	0%	4%	10%	34%	?
15	CCCCOc1ccc(NC(=O)C2OC3OC(C)(C)OC3C3OC(C)(C)OC23)cc1 (stereo not drawn)	-8	14%	-34%[57.1 µM]	4%	3%	-20%[11.3 µM]	-3%	3%	4%
16	CCN(CC)C(=O)NC(c1ccc(C)c(F)c1)C(Cl)(Cl)Cl (stereo not drawn)	-4	-5%	-6%	?	?	?	3%	2%	-1%
17	CCOC(=O)c1ccc(NC(=O)c2nc(SC)ncc2Cl)cc1	-7	7%	0%[57.1 µM]	2%	0%	3%	0%	-10%	9%
18	COc1ccc(CCN2C(=S)N(C)C(=O)C2CC(=O)Nc2ccc(F)cc2)cc1 (stereo not drawn)	.	?	-4%	?	?	-19%	?	?	?
19	COc1ccc(CNC(=O)[C@H](C)NC(=O)C2CCN(C(=O)[C@H](CCSC)NC(=O)OC(C)(C)C)CC2)cc1	-1	3%	5%	0%	?	6%	16%	?	2%
20	COc1ccc(C2C(C(=O)N3CCOCC3)=C(C)NC3=C2C(=O)CC(C)(C)C3)cc1O (stereo not drawn)	51	-5%	-4%	3%	-25%	6%	2%	-3%	9%
21	O=C(OCC(=O)N1CCc2ccccc21)c1cc(S(=O)(=O)N2CCOCC2)ccc1F	-20	-7%	0%	4%	3%	0%	10%	3%	-3%
22	CCC(C)NC(=O)Cn1cnc2sc(C)c(S(=O)(=O)N3CCCCC3)c2c1=O (stereo not drawn)	8	11%	4%	1%	-14%	-10%	-1%	-7%	15%
23	COc1cc(C(=O)OCC(=O)N2CCCCCC2)c([N+](=O)[O-])cc1OC	23	5%	3%	-9%	?	4%	-2%	-9%	7%[9.24 µM]
24	O=C(c1ccccc1-c1ccccc1)N1CCOCC1	-9	8%	11%	0%	8%	-8%	4%	-5%	8%
25	COC(=O)CC(c1ccccc1F)N1Cc2ccccc2C1=O (stereo not drawn)	-4	18%	11%	8%	0%	4%	2%	-2%	0%
26	NC(=O)c1ccc(NC(=O)Nc2ccc3c(c2)OCO3)cc1	-21	4%	-6%	6%	11%	17%	-1%	-7%	26%
27	COc1cccc(C=NCCNC(=O)c2nonc2N)c1O	10	1%	-19%	-4%	0%	-1%	-2%	0%	-2%
28	Cc1ccc(S(=O)(=O)N2C[C@]3(O)C[C@@H]4C(=O)N(c5ccccc5)C(=O)[C@@H]4C[C@]3(OC(=O)NC3CC3)C2)cc1	-20	0%	-8%	8%	75%	4%	.	.	9%
29	O=C(COC(=O)c1cc(Br)ccc1O)NC1CCCCCC1	10	3%	2%	7%	6%	-34%	2%	-3%	8%
30	COc1ccc(/C=C/C(=O)O/N=C(\N)c2ccccc2)cc1OC	-23	0%	-35%	15%	?	51%[activator]	14%	-2%	-1%
31	Cc1ccc(COC(=O)c2nn(C)c(=O)c3ccccc23)cc1	41	?	-4%	?	?	-16%	8%	?	-16%
32	O=C(CN1C(=O)C2C3c4ccccc4C(c4ccccc43)C2C1=O)Nc1ccccc1C(=O)O (stereo not drawn)	14	8%	0%	3%	18%	3%	0%	-2%	-1%
33	O=C(Nc1cc(Cl)cc(Cl)c1)N1CCN(C(=O)C2CCCO2)CC1 (stereo not drawn)	i	-4%	?	?	?	3%	?	?	-2%
34	NS(=O)(=O)c1ccc(CCNC(=O)Cc2ccc(Cl)cc2)cc1	1	-1%	3%	12%	-9%	-3%	?	-2%	9%
35	O=C(COC(=O)CC1CC2CCC1C2)NCc1ccccc1 (stereo not drawn)	17	-5%	-25%	17%	22%	-5%	-1%	2%	-5%
36	CCOc1cc(NC(=O)C2CCCO2)c(OCC)cc1NC(=O)C1CC1 (stereo not drawn)	26	7%	-9%	?	?	3%	2%	-15%	7%
37	COc1ccc(/C=C2\SC(=O)N(CCNC(=O)C3CSC4(C)CCC(=O)N34)C2=O)cc1 (stereo not drawn)	-6	10%	-4%	2%	-6%	15%	8%	-4%	10%
38	O=C(NCCCn1ccnc1)c1cc(-c2cccs2)on1	37	?	4%	15µM*	15µM*	11%	15%	4%	?
39	C/C(=C\C(=O)c1ccccc1)Nc1ccc(Br)c(Cl)c1	24	1%	-3%	10%	9%	-26%	3%	-4%	-1%
40	Cc1cc(/C=N/NC(=O)c2cccnc2)c(C)n1CC(C)C	45	4%	1%	19%	-14%	43%[activator]	-4%	1%	0%
41	Cc1ccc(N2CCN(C(=S)Nc3ccccc3)CC2)cc1	-8	9%	-6%	5%	4%	.	-3%	3%	9%
42	Cc1cc(OCC(=O)Nc2ccccc2N2CCCC2)ccc1C(C)C	?	-3%	2%	-15%	?	10%	?	3%	5%
43	COc1cc(NC(=O)c2ccc(-c3c(C)noc3C)c3ccoc23)cc(OC)c1OC	-14	?	0%	?	5.8µM*	?	.	.	-27%
44	COc1ccc(-c2n[nH]c(C)c2-c2ccccc2OC)c(O)c1	19	?	5%	-13%	-8%	-32%	8%	?	?
45	O=C(Nc1cccc(Cl)c1)c1nc[nH]c1C(=O)NCCCCNC(=O)c1[nH]cnc1C(=O)Nc1cccc(Cl)c1	45	21%	9%	?	?	11%	0%	-8%	?
46	COc1ccc(C/C(C)=N/NC(=S)Nc2ccc(C(C)C)cc2)cc1	24	4%	-2%	6%	12%	6%	-1%	1%	8%
47	CCOC(=O)c1cc(-c2ccccc2C)n(Cc2cc(C)no2)n1	20	-20%	-10%	-4%	3%	0%	4%	4%[9.22 µM]	5%
48	O=c1[nH]nc(CNc2ccc(OC(F)(F)F)cc2)c2ccccc12	12	0%	0%	-22%	-17%	.	13%	-8%	1%
49	Cc1cc2nnc(SC3CCOC3=O)n2c2ccccc12 (stereo not drawn)	7	5%	-16%	17%	25%	4%	?	11%	5%
50	COc1ccc(C2/C(=C(/O)c3ccc(Br)cc3)C(=O)C(=O)N2C)cc1 (stereo not drawn)	11	1%	-2%	4%	-14%	.	-7%	-2%	3%
51	CN(C)/C=C/C(=O)c1cc(F)cc(C(F)(F)F)c1	9	0%	-12%[57.1 µM]	-4%	5%	9%[11.3 µM]	6%	-12%	3%

# From PubChem BioAssay
